C diff growth: C. difficile growth inhibition; Clostridium difficile clinical isolate growth, OD600, 24 h; stronger effect = lower value; growth activity, negative = inhibition, % at 16 µg/mL (by protocol); actives 0.25% (n = 86,000); AID 1259249;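 active = mean growth activity at or below -80% and every replicate also at or below -80%; inconclusive = mean at or below -80% but some replicate above -80%; inactive = mean growth activity above -80%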;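 note: 0% = DMSO wells and -100% = levofloxacin 16 µg/mL wells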
Tcruzi prolif: blocks T. cruzi growth in NIH3T3 culture | T. cruzi beta-gal in NIH3T3, GalScreen luminescence, 90 h | inhibition, % at 8.34 µM | actives 5.9% (n = 77,000) | AID 624255;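 active = mean inhibition above about 93%, with at least 55% of replicates each passing it, limit read from the data, passing the limit was not always enough; inconclusive = only one of those two conditions holds; inactive = neither condition holds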
Pf Dd2 growth: blocks growth of Plasmodium falciparum Dd2 parasites; actives 2.3% (n = 94,000); AID 1159554; P. falciparum Dd2 growth, SYBR Green, 72 h; stronger effect = lower value; activity change, % at 10 µM; in the data active = activity change below about -80%; inconclusive = no clear call, values can overlap the other calls
GASC1 inh: KDM4C (human) demethylase inhibition; GST-KDM4C 2-372, H3K9me3 peptide, LANCE TR-FRET; Q9H3R0; inhibition, % at 12.5 µM; actives 0.15% (n = 96,000);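 active = mean replicate inhibition above about 25%, with at least 55% of replicates also reaching it, limit read from the data, passing the limit was not always enough; inconclusive = only one of those two conditions met; inactive = neither condition met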
Target sequence (Q9H3R0 2-372 limits assumed): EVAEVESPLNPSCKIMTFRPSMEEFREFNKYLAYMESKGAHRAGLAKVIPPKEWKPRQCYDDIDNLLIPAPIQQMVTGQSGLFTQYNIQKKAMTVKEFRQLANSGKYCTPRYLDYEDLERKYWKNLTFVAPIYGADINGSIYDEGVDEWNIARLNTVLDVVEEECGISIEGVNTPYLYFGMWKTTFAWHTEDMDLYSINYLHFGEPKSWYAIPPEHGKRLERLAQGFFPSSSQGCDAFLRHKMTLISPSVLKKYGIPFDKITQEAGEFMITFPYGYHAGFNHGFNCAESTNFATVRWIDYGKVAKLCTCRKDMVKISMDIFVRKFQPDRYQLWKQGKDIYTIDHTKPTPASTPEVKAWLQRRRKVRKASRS
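Material: GST-tagged GASC-1 (JMJD2C) catalytic fragment, aa 2-372 / Quantity: enzyme final amount 10 nM / Medium: HEPES buffer, pH 7.5, plus ascorbate / Doses: one test concentration per compound / Incubation: 30 min reaction, 60 min detection, RT / Measured by: LANCE TR-FRET / Read-out: inhibition from TR-FRET ratio decrease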
The depositor's hits bear a star; ? = inconclusive; · = not tested or not shown; & = joins results of further samples.

#	SMILES	C diff growth	GASC1 inh	Pf Dd2 growth	Tcruzi prolif
1	C[C@@H]1CCCCO[C@@H](CN(C)C(=O)Cc2ccccc2)[C@H](C)CN([C@H](C)CO)C(=O)c2cc(NC(=O)C3CCCCC3)ccc2O1	-14.5	-0.3	-51.5	29.5
2	C[C@@H]1CN([C@H](C)CO)C(=O)Cc2cc(NC(=O)C3CCCCC3)ccc2O[C@@H]1CN(C)Cc1ccc(C(=O)O)cc1	1.2	0.9	12.2	-16.2
3	C[C@H](CO)N1C[C@H](C)[C@@H](CN(C)C(=O)Nc2ccc(C(F)(F)F)cc2)Oc2c(NC(=O)c3ccncc3)cccc2C1=O	-3.4	9.6	-3.7	34.7
4	CN1CCN(C(=O)C[C@@H]2C[C@@H]3c4cc(NC(=O)C5CCC5)ccc4O[C@@H]3[C@H](CO)O2)CC1	3.4	0.7	8.4	-45.4
5	CCCN1[C@@H]2c3ccc(-c4ccccc4OC)c(=O)n3C[C@@H]2[C@@H](CO)[C@@H]1C(=O)OC	-1.9	0.9	17.0	6.0
6	CO[C@@H]1CN(C)C(=O)c2cc(NC(=O)NC(C)C)ccc2OC[C@H](C)N(Cc2ccccn2)C[C@H]1C	·	1.8	10.8	60.5
7	O=C(C[C@@H]1CC[C@H](NC(=O)Nc2ccc3c(c2)OCO3)[C@H](CO)O1)NCc1ccc(F)cc1	2.2	0.4	16.8	14.1
8	O=C(CCN1CCCCC1)NCC[C@H]1CC[C@@H](NC(=O)Cc2cccnc2)[C@H](CO)O1	·	0.6	30.1	-38.6
9	C[C@@H]1CN([C@H](C)CO)C(=O)c2cccc(NC(=O)C3CCOCC3)c2O[C@H]1CN(C)C(=O)Nc1ccccc1	-0.3	14.8	6.4	·
10	CN(C)C(=O)c1cccc(-c2ccc([C@@H]3[C@@H](CO)N4C(=O)CN(C(=O)C5CCCC5)C[C@@H]34)cc2)c1	-1.0	0.4	-13.6	·
11	COc1ccc2c3c([nH]c2c1)[C@H](CO)N(C(=O)C1CCOCC1)CC31CN(Cc2nccs2)C1	-3.8	-0.6	-18.0	·
12	CN1c2ccc(-c3cccc(F)c3)cc2[C@@H]2[C@@H](CCN2C(=O)c2ccccc2F)[C@@H]1CO	9.1	-1.4	-9.6	39.2
13	CCC(=O)Nc1ccc2c(c1)C(=O)N(C)C[C@H](OC)[C@@H](C)CN(C(=O)CC)[C@@H](C)CO2	·	0.5	16.8	7.7
14	COc1ccc(CN(C)C[C@@H]2OCCCC[C@H](C)Oc3ccc(NS(=O)(=O)c4c(C)noc4C)cc3C(=O)N([C@H](C)CO)C[C@H]2C)cc1	2.5	0.0	-32.8	·
15	COc1ccc2c3c([nH]c2c1)[C@H](CO)N(C(=O)c1ccccn1)CC31CCN(C(=O)C2CC2)CC1	-2.9	0.6	-2.1	·
16	C[C@@H]1CN([C@@H](C)CO)C(=O)c2cc(NS(=O)(=O)c3ccc(F)cc3)ccc2O[C@@H]1CN(C)C(=O)Nc1ccccc1	-0.3	-0.1	18.2	13.4
17	CC(=O)Nc1ccc2c(c1)C(=O)N(C)[C@@H]1CC[C@@H](CC(=O)Nc3cn(C)nc3C)O[C@H]1CO2	-7.9	·	10.9	-11.0
18	Cc1ccccc1-c1ccc(C2[C@@H]3CN(C(=O)C4CCC4)C[C@H]2N3)cc1 (some centres not stated)	-2.4&23.9	·	12.2&-7.4	·
19	O=C(NCC[C@@H]1CC[C@H](NS(=O)(=O)c2cccc(F)c2)[C@@H](CO)O1)C1CCCC1	-1.8	1.8	-2.4	·
20	CCC(=O)Nc1ccc2c(c1)OC[C@@H](C)N(Cc1nccs1)C[C@H](C)[C@H](OC)CN(C)C2=O	-4.3	0.3	3.6	9.7
21	O=C1CN(S(=O)(=O)Cc2ccccc2)C[C@@H]2[C@H](c3ccc(C#CC4CC4)cc3)[C@@H](CO)N12	2.2	11.2	-9.3	·
22	C[C@@H]1CN([C@H](C)CO)C(=O)c2cc(NC(=O)NC3CCCCC3)ccc2O[C@@H]1CN(C)C(=O)Nc1ccc2c(c1)OCO2	1.9	1.1	-8.4	-71.3
23	O=C(C[C@H]1C[C@@H]2c3cc(NS(=O)(=O)c4ccc(F)cc4)ccc3O[C@@H]2[C@@H](CO)O1)NCCc1ccccc1	-3.2	2.5	-37.5	·
24	CC(=O)N1CCCCN2[C@H](CO)[C@@H](c3ccc(Br)cc3)[C@H]2C1	-5.4	-1.3	31.4	-18.7
25	C[C@@H]1CCCCO[C@H](CN(C)C(=O)Nc2ccccc2)[C@H](C)CN([C@H](C)CO)C(=O)c2cc(NC(=O)C3CCCCC3)ccc2O1	·	-0.6	-86.6*	56.7
26	COc1ccc(S(=O)(=O)N(C)C[C@@H]2Oc3ccc(NC(=O)Cc4ccccc4)cc3CC(=O)N([C@@H](C)CO)C[C@@H]2C)cc1	-2.0	-1.5	-9.8	·
27	C[C@@H]1CN([C@@H](C)CO)C(=O)c2cc(NC(=O)CCC(F)(F)F)ccc2O[C@H]1CN(C)CC1CC1	0.3	4.6	48.9	-19.8
28	C[C@H](CO)N1C[C@H](C)[C@H](CN(C)S(=O)(=O)c2cn(C)cn2)Oc2ccc(NC(=O)C3CCCCC3)cc2C1=O	-1.5	-2.0	8.1	-28.8
29	C[C@H]1CN([C@@H](C)CO)C(=O)c2cc(NC(=O)CCN3CCOCC3)ccc2O[C@@H]1CN(C)Cc1ccccc1	-0.2	0.0	-11.0	10.4
30	O=C(Nc1cc(F)ccc1F)N[C@@H]1CC[C@@H](CCn2cc(C3CC3)nn2)O[C@H]1CO	·	1.9	15.0	8.3
31	CCCC#Cc1cnc2c(c1)C(=O)N([C@@H](C)CO)C[C@@H](C)[C@H](CN(C)Cc1ccc3c(c1)OCO3)O2	6.3	1.9	-34.1	12.5
32	O=C(NCC1CCCCC1)[C@@H]1[C@@H](CO)[C@@H]2Cn3c(ccc(C4=CCCCC4)c3=O)[C@H]1N2	-1.9	1.4	11.5	39.2
33	CC=Cc1ccc2n(c1=O)C[C@@H]1[C@@H](CO)[C@H](C(=O)NCCCN(C)C)[C@H]2N1Cc1nccs1 (mixture of isomers)	-0.5	0.0	50.1	·
34	Cc1ccccc1-c1ccccc1[C@H]1[C@@H](C#N)N(C(=O)c2ccccc2)[C@H]1CO	8.2	-0.3	-23.7	·
35	COc1ccc(S(=O)(=O)N(C)C[C@@H]2OCCCC[C@@H](C)Oc3ccc(NC(=O)CCC(F)(F)F)cc3C(=O)N([C@H](C)CO)C[C@@H]2C)cc1	-0.8	17.2	-73.5	56.4
36	C[C@@H]1CN([C@@H](C)CO)C(=O)c2cc(/C=C/c3ccccc3)cnc2O[C@@H]1CN(C)C(=O)c1ccncc1	-0.1	-4.1	0.8	29.1

Part of the list above, showing only C diff growth.
No. | SMILES | C diff growth
10 | CN(C)C(=O)c1cccc(-c2ccc([C@@H]3[C@@H](CO)N4C(=O)CN(C(=O)C5CCCC5)C[C@@H]34)cc2)c1 | -1.0
22 | C[C@@H]1CN([C@H](C)CO)C(=O)c2cc(NC(=O)NC3CCCCC3)ccc2O[C@@H]1CN(C)C(=O)Nc1ccc2c(c1)OCO2 | 1.9

The listing continues.
#	SMILES	C diff growth	GASC1 inh	Pf Dd2 growth	Tcruzi prolif
37	N#C[C@@H]1[C@@H](c2ccccc2-c2ccccc2)[C@H](CO)N1C(=O)Cc1cccnc1	-4.5	-2.1	2.9	·
38	COc1ccc2c3c([nH]c2c1)[C@@H](CO)NCC31CCN(C(=O)C2CCCC2)CC1	8.5	0.4	-25.9	·
39	COCC#Cc1cnc2c(c1)C(=O)N([C@H](C)CO)C[C@@H](C)[C@H](CN(C)S(C)(=O)=O)O2	-0.5	0.4	3.5	-26.0
40	C[C@@H]1CN([C@@H](C)CO)S(=O)(=O)c2ccc(C#CC3CCCC3)cc2O[C@@H]1CN(C)S(C)(=O)=O	·	0.2	12.7	?
41	COc1ccc(CN2C[C@H](O)COC[C@@H]3O[C@@H](CC(=O)N4CCc5ccccc5C4)CC[C@H]32)cc1	·	1.5	-1.8	-7.2
42	CO[C@H]1CC[C@@H]2CCN(C)C(=O)[C@H](C)N(C)C(=O)c3cc(C#N)ccc3OC[C@@H]1O2	9.2	1.6	·	7.0
43	Cc1noc(C)c1NC(=O)N(C)C[C@@H]1OCCCC[C@@H](C)Oc2ccc(NS(=O)(=O)c3c(C)noc3C)cc2C(=O)N([C@H](C)CO)C[C@H]1C	-0.6	-1.8	-16.7	8.3
44	C[C@H](NC(=O)C[C@@H]1CC[C@@H](NC(=O)C2CC2)[C@H](CO)O1)c1ccccc1	0.5	0.3	9.7	·
45	CO[C@@H]1CN(C)C(=O)c2cc(NC(=O)NC3CCCCC3)ccc2OC[C@@H](C)N(C(C)=O)C[C@H]1C	-5.7	0.4	28.0	-46.8
46	CCNC(=O)c1cc2c(c(-c3cccc(Br)c3)n1)[C@H](CCO)NC2	-3.5	3.0	12.9	·
47	CCOC(=O)N(C)C[C@@H]1OCc2cn(nn2)CCCC(=O)N([C@@H](C)CO)C[C@H]1C	·	-0.3	12.2&-4.1	0.9&-1.7
48	C[C@@H]1CCCCO[C@@H](CN(C)Cc2ccc(C(=O)Nc3ccccc3N)cc2)[C@@H](C)CN([C@H](C)CO)C(=O)c2cc(NC(=O)CCC(F)(F)F)ccc2O1	1.1	-0.4	-91.8*	·
49	C[C@@H]1CCCCO[C@@H](CN(C)Cc2ccc(C(=O)O)cc2)[C@@H](C)CN([C@H](C)CO)C(=O)c2cc(NS(=O)(=O)c3ccc(F)cc3)ccc2O1	-8.6	4.8	23.6	4.2
50	CN1[C@@H](CO)[C@@H]2c3ccccc3N(C(=O)Nc3cc(F)ccc3F)C[C@@H]21	1.3	0.5	-8.1	-5.5
51	C[C@H]1CN([C@@H](C)CO)C(=O)c2cc(NS(C)(=O)=O)ccc2O[C@@H]1CN(C)C(=O)Nc1ccc(C(F)(F)F)cc1	1.1	-0.4	-0.1	65.6
52	C[C@@H]1CN([C@H](C)CO)C(=O)c2cc(C#CC3CCCCC3)cnc2O[C@@H]1CN(C)C(=O)Cc1ccccn1	-8.4	-1.7	4.4	·
53	C[C@H]1CN([C@@H](C)CO)C(=O)Cc2cc(NC(=O)Nc3cccc4ccccc34)ccc2O[C@@H]1CN(C)S(=O)(=O)c1ccc(Cl)cc1	-22.1	0.1	-6.8	6.5
54	CO[C@H]1CN(C)C(=O)c2ccc(NC(=O)c3ccno3)cc2OC[C@@H](C)N(S(C)(=O)=O)C[C@@H]1C	·	1.3	11.1	18.1
55	C[C@@H]1CN([C@H](C)CO)C(=O)c2cc(NC(=O)Nc3ccccc3)ccc2O[C@@H](C)CCCCO[C@@H]1CN(C)Cc1ccc(Cl)c(Cl)c1	10.0	-0.2	-85.1*	70.0
56	CCC(=O)N1CCCCN2[C@@H](CO)[C@@H](c3ccc(-c4cccnc4)cc3)[C@@H]2C1	-3.2	-0.5	8.3	96.2*
57	C[C@@H]1CN([C@H](C)CO)C(=O)c2cc(NC(=O)C3CCCCC3)ccc2O[C@@H](C)CCCCO[C@H]1CN(C)S(=O)(=O)c1cn(C)cn1	-0.4	-0.1	11.6	-10.4
58	C[C@H](CO)N1C[C@H](C)[C@@H](CN(C)S(=O)(=O)c2cccs2)OCc2ccccc2-c2c(n(C)c3ccccc23)C1=O	2.1	-1.8	-72.4	93.2
59	CC(=O)N[C@@H]1C[C@@H]2O[C@H](CO)CC[C@@H]2O[C@@H]1CCc1ccc(C#CC2(O)CCCC2)cc1	5.5	·	-0.5	·
60	C[C@H](CO)N1C[C@H](C)[C@@H](CN(C)Cc2ccc(F)cc2)Oc2ncc(-c3ccncc3)cc2C1=O	-6.0	0.7	-32.5	3.0
61	CCCNC(=O)C[C@H]1C[C@@H]2c3cc(NS(C)(=O)=O)ccc3O[C@@H]2[C@H](CO)O1	2.2	0.6	9.0	-33.1
62	CCNC(=O)C[C@@H]1CC[C@@H]2[C@H](COc3ccc(NC(=O)Nc4ccc(C)cc4)cc3C(=O)N2C)O1	4.8	-0.1	-41.8	38.6
63	CCCN(C)C[C@H]1Oc2ncc(C#Cc3ccc(OC)cc3)cc2C(=O)N([C@@H](C)CO)C[C@H]1C	2.5	-3.2	-86.9*	·
64	O=C(Nc1ccc2c(c1)OCO2)N[C@@H]1CC[C@@H](CCNC(=O)C2CCCC2)O[C@@H]1CO	0.0	-0.2	-11.3	·
